GlmU inhibition = inhibition of mycobacterial GlmU enzyme – biochemical, glucosamine-1-phosphate acetyltransferase (AID 1376); M. tuberculosis GlmU acetyltransferase enzyme assay; higher % means a stronger effect; one-dose inhibition, %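 (tested at 30 µM in the primary screen)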; IC50 in µM for titrated hits; 220,000 tested, 0.25% active; in the data active means inhibition above about 13%; inconclusive means no clear call, values can overlap the other calls;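 further: 0% = complete reaction with vehicle and 100% = reaction without substrate; strong numbers were not always called active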
Mtb RmlCD inh = M. tuberculosis RmlC/RmlD inhibition; P9WH09+P9WH11; RmlC+RmlD coupled enzyme assay, percent inhibition; primary screen in compound mixtures; inhibition, % at 3.6 µM; 160,000 tested, 0.03% active; in the data active means inhibition mostly above about 34%, no sharp cut-off; inconclusive means no clear call, values can overlap the other calls; inactive means mostly below about 22%; further: some results filed as inactive read as strong as hits
Target sequence (P9WH09 whole entry, looked up): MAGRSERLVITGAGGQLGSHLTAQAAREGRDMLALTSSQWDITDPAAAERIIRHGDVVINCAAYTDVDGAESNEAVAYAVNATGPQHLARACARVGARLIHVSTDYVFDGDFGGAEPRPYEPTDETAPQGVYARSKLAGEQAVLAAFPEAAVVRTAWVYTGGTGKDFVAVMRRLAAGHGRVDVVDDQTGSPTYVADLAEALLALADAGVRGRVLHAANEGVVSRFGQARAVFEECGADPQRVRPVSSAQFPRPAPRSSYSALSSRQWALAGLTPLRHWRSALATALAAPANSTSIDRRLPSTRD
Target sequence (P9WH11 whole entry, looked up): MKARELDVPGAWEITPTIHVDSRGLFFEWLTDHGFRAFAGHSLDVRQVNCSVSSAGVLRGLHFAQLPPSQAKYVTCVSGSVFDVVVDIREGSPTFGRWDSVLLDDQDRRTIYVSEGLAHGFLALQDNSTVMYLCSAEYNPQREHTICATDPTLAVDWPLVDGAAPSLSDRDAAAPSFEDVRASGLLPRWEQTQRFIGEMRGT
Numbers without * were called inactive; ? = inconclusive; . = not tested or not shown.

SMILES	GlmU inhibition	Mtb RmlCD inh
COC(=O)C(C)Sc1nc2c(c(=O)[nH]c(=O)n2C)n1CCCc1ccccc1 (stereo unspecified)	1.0%	-11
COc1cc(-c2nnc(CSc3nnc4nc(C)cc(C)n34)o2)cc(OC)c1OC	2.6%	-1
Cc1ccccc1Cn1cnc2c(NS(C)(=O)=O)c(C)c(C)cc21	5.7%	-14
COc1ccc(C(=O)N2CCN(c3nnnn3-c3ccccc3)CC2)cc1OC	5.2%	-7
COc1ccc(Nc2cc(C)nc(N3CCOCC3)n2)cc1	-3.0%	10
CC(C)CCNC(=O)c1c(N)n(CC2CCCO2)c2nc3ccccc3nc12 (stereo unspecified)	-5.3%	-5
Cc1ccc(S(=O)(=O)c2c(C)nn(C(C)(C)C)c2OC(=O)C(C)C)cc1	-1.5%	5
COc1cc(S(=O)(=O)NCc2ccccn2)c(OC)cc1Cl	4.4%	.
Cc1nc(NCc2ccco2)c2c(C)c(C)sc2n1	-4.0%	-12
COc1ccc(/C=N/NC(=O)c2cccc(NC(C)=O)c2)c(C(=O)O)c1OC	-0.2%	-8
CCOCCCNc1nc2c(C)cccn2c(=O)c1/C=C1\SC(=S)N(CC(C)C)C1=O	.	11
CC(=O)N1CCN(c2ccc(NCc3ccc(C)s3)cc2)CC1	-1.7%	.
COc1ccc(CNC(=O)C(OC(C)=O)c2ccccn2)cc1 (stereo unspecified)	3.1%	.
COc1ccc(-n2nnc3c(=O)n(C/C=C/c4ccccc4)cnc32)cc1	-1.9%	14
COc1ccc(NC(=O)c2ccc3c(c2)OCO3)cc1[N+](=O)[O-]	-1.0%	-6
Cc1nnc(C)c2c(C)n(Cc3ccc4c(c3)OCO4)c(C)c12	-4.2%	.
O=C(CCN1CCCCC1)Nc1ccc(Br)cc1	-2.6%	.
Cc1ccc(C)c(NC(=O)C(OC(=O)c2ccc(C)s2)c2ccccc2)c1 (stereo unspecified)	1.2%	8
Cc1ccc(-n2c(C)cc(C(=O)OCC(=O)N(C)C3CCS(=O)(=O)C3)c2C)cc1 (stereo unspecified)	1.2%	.
COc1cc(-c2noc(CCCC(=O)Nc3ccc(C(N)=O)cc3)n2)cc(OC)c1OC	2.7%	-6
Cc1ccc(OCCNC(=O)C(=O)NCc2ccco2)cc1	0.0%	9
Cc1ccc(S(=O)(=O)N2CCOCC(=O)NCCOCCNC(=O)COCC2)cc1	0.1%	-25
O=C(COc1ccc(S(=O)(=O)N2CCc3ccccc32)cc1Cl)NCc1ccccn1	-2.0%	-3
O=C(COC(=O)c1ccc[nH]c1=O)NC1CCCCC1	-2.7%	9
O=C(NCCN1C(=O)C2C3C=CC(C3)C2C1=O)Nc1ccccc1O (stereo unspecified)	1.5%	.

Filtered by structure: the compounds so far containing sulfur
SMILES	GlmU inhibition	Mtb RmlCD inh
COC(=O)C(C)Sc1nc2c(c(=O)[nH]c(=O)n2C)n1CCCc1ccccc1 (stereo unspecified)	1.0%	-11
COc1cc(-c2nnc(CSc3nnc4nc(C)cc(C)n34)o2)cc(OC)c1OC	2.6%	-1
Cc1ccccc1Cn1cnc2c(NS(C)(=O)=O)c(C)c(C)cc21	5.7%	-14
Cc1ccc(S(=O)(=O)c2c(C)nn(C(C)(C)C)c2OC(=O)C(C)C)cc1	-1.5%	5
COc1cc(S(=O)(=O)NCc2ccccn2)c(OC)cc1Cl	4.4%	.
Cc1nc(NCc2ccco2)c2c(C)c(C)sc2n1	-4.0%	-12
CCOCCCNc1nc2c(C)cccn2c(=O)c1/C=C1\SC(=S)N(CC(C)C)C1=O	.	11
CC(=O)N1CCN(c2ccc(NCc3ccc(C)s3)cc2)CC1	-1.7%	.
Cc1ccc(C)c(NC(=O)C(OC(=O)c2ccc(C)s2)c2ccccc2)c1 (stereo unspecified)	1.2%	8
Cc1ccc(-n2c(C)cc(C(=O)OCC(=O)N(C)C3CCS(=O)(=O)C3)c2C)cc1 (stereo unspecified)	1.2%	.
Cc1ccc(S(=O)(=O)N2CCOCC(=O)NCCOCCNC(=O)COCC2)cc1	0.1%	-25
O=C(COc1ccc(S(=O)(=O)N2CCc3ccccc32)cc1Cl)NCc1ccccn1	-2.0%	-3

Next results:
SMILES	GlmU inhibition	Mtb RmlCD inh
C=CCn1nnc2sc3c(c2c1=O)CCC(C)C3 (stereo unspecified)	2.1%	-8
CCN(C(=O)CN1CCN(c2ccccc2F)CC1)c1c(N)n(Cc2ccccc2)c(=O)[nH]c1=O	-5.6%	11
O=C(Oc1ccc(Cl)c2cccnc12)N1CCCCC1	2.5%	-7
Clc1ccc(-c2nnnn2-c2ccc(Cl)c(Cl)c2)cc1Cl	-5.0%	100
O=C(/C=C/c1cccs1)NCc1cccnc1	1.2%	3
CC(C)C(c1nnnn1Cc1ccc(F)cc1)N1CCN(Cc2ccc3c(c2)OCO3)CC1 (stereo unspecified)	0.1%	7
Cc1ccc(NC(=O)/C(Cl)=C/c2ccccc2)cc1C	1.1%	-11
CC1CC(C)CN(S(=O)(=O)c2ccc(Oc3ccc([N+](=O)[O-])cc3)cc2)C1 (stereo unspecified)	-1.2%	.
O=C(Nc1ccccc1)c1cc(S(=O)(=O)N2CCOCC2)cs1	3.9%	.
CC(=O)c1cnc2c(-c3cccc(Br)c3)cnn2c1C	1.5%	3
O=C(CNC(=S)N(CCCN1CCOCC1)Cc1cccs1)NC1CCCCCCC1	1.2%	-12
Cc1ccc(N2CCN(S(=O)(=O)N(C)C)CC2)cc1C	8.3%	-9
CCOc1ccc(-c2c(=O)n(OCc3ccc([N+](=O)[O-])cc3)c3ccccc3[n+]2[O-])cc1	3.3%	4
Cc1cc(C)cc(OCC(=O)N2CCCCCC2)c1	1.9%	-5
Cc1ccc(-c2nnc(Cc3ccc(Cl)cc3)o2)cc1	-0.4%	-4
O=C(Cc1ccccc1[N+](=O)[O-])Nc1ccccc1C(=O)N1CCOCC1	-4.9%	.
COc1ccc(-c2cc(C(=O)NCC(C)C)no2)cc1	-0.6%	3
Cc1cccc(N(CC(O)CON=C2c3ccccc3-c3ccccc32)S(C)(=O)=O)c1 (stereo unspecified)	1.1%	-10
COc1cc(C2C(C(C)=O)=C(O)C(=O)N2c2ccc(C)cc2)ccc1O (stereo unspecified)	3.0%	3
CCOC(=O)c1c(C)nc2c(C#N)cnn2c1C	-1.7%	?
CCCCC(=O)OCC(=O)Nc1ccc(C)c(F)c1	-0.9%	-3
C[N+]1(CCOS(=O)C23CC4CC(CC(C4)C2)C3)CCOCC1 (stereo unspecified)	0.7%	.
O=C(CSc1cn(CCNC(=O)c2cccs2)c2ccccc12)NC1CCCC1	1.5%	-10
CC(=O)c1ccc(Nc2cnn(C34CC5CC(CC(CC(=O)O)(C5)C3)C4)c(=O)c2Cl)cc1	0.6%	8
CN(C)/C=C/C(=O)c1ccc(S(=O)(=O)c2ccccc2)cc1	0.1%	9
The results go on.
SMILES	GlmU inhibition	Mtb RmlCD inh
CCOC(=O)CNC(=O)Cc1ccc(OC)cc1	-5.5%	105
COc1ccc(-c2ccc(=O)[nH]n2)cc1	-0.4%	.
CCOc1ccccc1C(=O)Nc1ccccc1O	4.5%	0
O=C1CCC(c2ccccc2)=NN1	6.5%	10
COc1cc(-c2nc(CN(C)C(C)c3ccncn3)c(C)o2)ccc1F (stereo unspecified)	2.5%	.
CC/C(=N\NC(C)=O)c1ccc(OC(F)F)cc1	1.2%	-10
COc1cccc(CNC(=O)CCc2nnc(C3CCCCC3)o2)c1	-3.8%	-2
CSC1=NCCCN1C(=O)c1c(-c2ccccc2Cl)noc1C	1.5%	.
CCCNS(=O)(=O)c1ccc(CCC(=O)N2CCN(c3ccc(OC)cc3)CC2)cc1	0.9%	0
CC(C)(C)C1CCc2onc(C(=O)Nc3cnn(Cc4ccc(F)cc4)c3)c2C1 (stereo unspecified)	-3.8%	.
O=C(/C=C/c1ccc(-c2ccccc2[N+](=O)[O-])o1)c1ccc(F)cc1	1.3%	16
CC(=O)Nc1ccc(NS(=O)(=O)c2cn(C)c(=O)n(C)c2=O)cc1	-0.8%	10
COc1ccc(N2CC(NC(=O)NC(C)(C)C)CC2=O)cc1 (stereo unspecified)	1.9%	7
Cc1ccccc1OCC(=O)Nc1ccc2c(c1)C(=O)c1ccccc1C2=O	-0.7%	-14
Cc1cc(C)n2c(SCc3ccc(C#N)cc3)nnc2n1	2.5%	5
CCc1ccc(/C=N/NC(=O)c2cc(C3CC3)nc3ccccc23)s1	-5.5%	3
CC(C)CC(=O)CC1(O)C(=O)Nc2ccccc21 (stereo unspecified)	7.2%	4
Cc1cccn2c(CNCCCOc3cccnc3)c(C(=O)N3CCOCC3)nc12	0.7%	4
COc1cccc(CNC(=O)Cn2nc(-c3ccc(Cl)cc3)ccc2=O)c1	0.1%	.
COc1cc(NC(=O)c2cccs2)c(C(=O)OCC(=O)c2cc(C)n(-c3ccccc3)c2C)cc1OC	2.6%	-6
CCOc1ccc(-c2cc(CCCC(=O)NCc3ccco3)no2)cc1	0.9%	.
CC(C)(C)C(=O)COC(=O)c1cc(-c2ccncc2)nc2ccccc12	3.5%	-7
CCOC(=O)c1oc2c(O)c(O)ccc2c(=O)c1-c1nncn1-c1ccccc1	3.4%	.
CC(C)N(c1ccccc1)c1ccc(NC(=S)NCCN(C)C)cc1	5.9%	15
COc1cc(NC2c3ccccc3C(=O)N2Cc2ccccc2)cc(OC)c1OC (stereo unspecified)	-3.1%	9
Additional entries:
SMILES	GlmU inhibition	Mtb RmlCD inh
O=C(CN(C(=O)CCC(=O)Nc1nccs1)c1ccc(F)cc1)NCC1CCCO1 (stereo unspecified)	-3.6%	11
CC(=O)Nc1ccc(O)cc1[N+](=O)[O-]	3.0%	-3
CCN1CCN(c2oc(COc3ccc(-c4ccccc4)cc3)nc2C#N)CC1	6.4%	12
Cc1[nH]c2ccccc2c1/C=N/Nc1nncn1N	-6.0%	6
CC(=O)N(C)c1ccc(NC(=S)Nc2ccccc2)cc1	-3.4%	.
O=C1CC(Sc2nnnn2-c2ccccc2)C(=O)N1c1cccc(Cl)c1 (stereo unspecified)	1.7%	-3
CCCCOc1ccc(N=Cc2cccs2)cc1	-1.6%	6
Cc1cc2c(cc1C)/C(=C\C(N)=O)NC(C)(C)C2	0.0%	.
Cc1csc2sc(-c3ccnc(SCC(=O)NCc4ccccc4)n3)c(C)c12	3.3%	10
CN(C(=O)c1coc(=O)c2ccccc12)c1ccccc1Cl	1.3%	-6
CC(OC(=O)c1cc2sccc2n1C)C(=O)NCc1ccc(F)cc1 (stereo unspecified)	3.9%	-11
O=C1CCCC2=C1C(c1ccsc1)CC(=O)N2c1ccccc1F (stereo unspecified)	5.3%	-13
CCOCC(=O)Nc1nnc(Cc2ccc(OC)cc2)s1	-2.0%	.
COc1cc(C2C(C#N)=C(N)OC3=C2C(=O)CC(C)(C)C3)ccc1OCCN1CCOCC1 (stereo unspecified)	0.8%	13
CCN1C(=O)CC(N2CCN(c3ccc(Cl)cc3)CC2)C1=O (stereo unspecified)	0.7%	.
Cc1nc2cc(C(F)(F)F)ccc2n1C1CCN(Cc2nnnn2Cc2cccs2)CC1	-2.5%	-5
Cc1cccc2cc(CN(C(=O)c3cccs3)c3ccccc3)c(=O)[nH]c12	-4.4%	.
Cc1cc(NC(=O)CCc2ccccc2)c([N+](=O)[O-])cc1C	-6.9%	8
O=S(=O)(NCC1CCCO1)c1cc(Cl)ccc1Cl (stereo unspecified)	4.3%	5
CC1(N(O)/C=C2\C=CC=CC2=O)CCCCC1=O (stereo unspecified)	6.8%	-4
Cc1ccccc1N1CCN(Cc2cccc(C(=O)O)c2)CC1	1.4%	-5
O=C(CCCOc1ccccc1)Nc1cccnc1	0.3%	.
COc1cc2c(cc1OC)/C(=C/C#N)NC(C)(C)C2	6.1%	15
O=C(CCn1c(=S)oc2ccccc21)NC1CCCCC1	-0.8%	7
O=C(/C=C/c1ccc(O)c(O)c1)OCCc1ccccc1	-2.1%	.
Next section:
SMILES	GlmU inhibition	Mtb RmlCD inh
CCOC(=O)CN1C(=O)N[C@@H](c2cccc(F)c2)C(C(=O)OC)=C1C	-3.6%	.
Cc1cc(N2CCN(C(=O)c3ccco3)CC2)n2ncc(-c3ccccc3)c2n1	-6.2%	4
COc1ccccc1CNC(=O)C1(C)Oc2cccnc2NC1=O (stereo unspecified)	-3.5%	.
Cn1c(N)c(C(=O)COC(=O)CC(NC(=O)c2ccccc2Cl)c2ccccc2)c(=O)n(C)c1=O (stereo unspecified)	-3.0%	-11
O=C(CCCN1C(=O)c2cccc3cccc(c23)C1=O)Nc1nccs1	2.6%	-15
CCC(Oc1ccccc1)C(=O)NCc1cccnc1 (stereo unspecified)	2.1%	9
Cc1cccc(N(C(=O)c2cnc3n(c2=O)CCS3)C2CCCCC2)c1	-1.4%	9
Cc1cccc(C2(c3cccc(C)c3)OC(=O)c3ccccc32)c1	2.1%	.
O=C(O)CC(NC(=S)NCc1ccccc1)C(=O)O (stereo unspecified)	3.0%	-6
COc1ccc(C(C(=O)NC(C)(C)C)N(Cc2ccc(C)cc2)C(=O)CCC(=O)Nc2cc(C)on2)cc1 (stereo unspecified)	5.4%	.
CC(C)c1ccc(NC(=S)N2CCN(Cc3ccccc3)CC2)cc1	1.7%	-3
CN(C)c1ccc(NC(N)=S)cc1	9.2%	-7
NC(=O)c1ccc(NC(=O)c2cccc(Oc3ccccc3)c2)cc1	4.1%	2
CC1S/C(=N/N=C/c2cccc([N+](=O)[O-])c2)NC1=O (stereo unspecified)	-3.8%	-4
C(=N\Nc1nc2ccccc2s1)/c1ccc2c(c1)OCO2	-4.3%	-1
CCNS(=O)(=O)c1ccc(NC(=O)c2cncc(Br)c2)cc1	2.4%	-6
O=C(c1cc2ccccc2oc1=O)N(c1ccccc1)C1C=CS(=O)(=O)C1 (stereo unspecified)	-2.3%	-3

Screening data from PubChem.

This is a subset; the hit share may differ from the screen's.
